Screens: PubChem, several laboratories
SUMO Mot1 rescue: blocks SUMOylation pathway, rescuing yeast Mot1-301 growth; AID 2716; growth rescue, % at 18.8 µM; hit rate 1% among 320,000; S. cerevisiae Mot1-301 growth rescue, ATP luminescence, 38.5C; percent above DMSO median, 100 means doubled;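 active = every valid replicate shows activation above 250% relative to neutral control wells; inactive = the rest, any valid replicate at or below 250%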;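 note: OY570 slx delta 5 strain wells were the positive control but not used for scaling; some compounds called inactive have numbers as strong as hits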
PKA-R2B activ: activates the human PKA-R2B holoenzyme complex. P22694+P31323. PKA-R2B holoenzyme dissociation, Cy5-IP20 fluorescence polarization; R2B truncated from residue 108, S112A mutant; 0% DMSO only, 100% 113 µM cGMP. activation, % at 11.4 µM. hit rate 0.079% among 340,000. AID 504700;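 active = activation above a cutoff set at the mean over all compounds plus 3 SD, cut at about 18% in these data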;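 note: higher means more holoenzyme dissociation and a rise in polarization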
AddAB inh: less growth of phage-infected E. coli with AddAB; E. coli expressing H. pylori AddAB, absorbance growth; inhibition, % at 11.9 µM; hit rate 0.29% among 330,000; in the data active = inhibition above about 12%;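 note: 0% = vehicle wells of infected cells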
phage Ecoli inh: E. coli growth loss with phage present | growth absorbance | inhibition, % at 11.9 µM | hit rate 0.26% among 360,000 | AID 651602; in the data active = inhibition above about 11%
HTR5A inv ag: HTR5A inverse agonism, opioid heterodimer counter-screen. P47898. HTR5A cell line, luminescence. inhibition, % at 9.3 µM. hit rate 0.083% among 340,000; in the data active = inhibition mostly above about 23%, no sharp cut-off; inactive = mostly below about 18%;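 note: 0% = cells with DMSO and 100% = no-cell wells with DMSO; some compounds called inactive have numbers as strong as hits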
Target sequence (P47898 whole entry, looked up): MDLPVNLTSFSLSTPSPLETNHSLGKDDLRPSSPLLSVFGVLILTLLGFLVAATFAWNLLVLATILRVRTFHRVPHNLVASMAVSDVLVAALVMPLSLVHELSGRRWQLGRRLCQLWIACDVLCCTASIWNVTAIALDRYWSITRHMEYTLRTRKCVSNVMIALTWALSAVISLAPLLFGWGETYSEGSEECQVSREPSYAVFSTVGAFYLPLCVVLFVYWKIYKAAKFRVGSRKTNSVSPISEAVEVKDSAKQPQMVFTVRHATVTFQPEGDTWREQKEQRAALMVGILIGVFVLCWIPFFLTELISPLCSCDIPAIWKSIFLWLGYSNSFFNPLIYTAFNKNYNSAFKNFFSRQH
Tat export inh: blocks Tat-dependent protein export in E. coli; hit rate 0.036% among 340,000; inhibition, % at 10 µM; E. coli MC4100 TorA-mCherry Tat export, fluorescence; AID 488895;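 active = mean replicate inhibition at least 50% and at least half of replicates individually reaching 50%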;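 note: exported cargo escapes ClpAP degradation while cytoplasmic cargo is degraded and loses fluorescence; 0% = median of neutral control wells and 100% = median of NaSCN control wells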
CDK5 inh: CDK5/p35 (human) kinase inhibition | Q00535+Q15078 | Recombinant CDK5/p35, ADP-Glo luminescence, 60 min | inhibition, % at 10 µM | hit rate 0.01% among 330,000 | AID 488839;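 active = highest replicate inhibition of at least 50% and at least 75% of replicates reaching 50%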;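 note: plate controls were DMSO neutral control for no effect and GW8510 at 10 µM for full effect; many of its hits are not listed in these tables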
HTR5A ag: counter-screen for OPRM1-OPRD1 agonists: human HTR5A agonism; HTR5A agonist assay, luminescence, cell-based; hit rate 0.61% among 340,000; activation, % at 9.3 µM; AID 504692; P47898; in the data active = activation mostly above about 9.5%, no sharp cut-off; inactive = mostly below about 7.6%;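 note: 0% = cells with vehicle only and 100% = reference agonist; strong numbers were not always called active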
PKA-R1A act: activators of PKA-R1A complex; P00514+P68181; PKA-R1A dissociation, Cy5-IP20 fluorescence polarization; scaled: DMSO 0%, 113 µM cGMP 100%; activation, % at 11.4 µM; hit rate 0.083% among 340,000; AID 504707;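 active = percent activation above the mean of all tested compounds plus 3 SD, cut at about 19% in these data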;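 note: higher means more PKAc released from R1A so a rise in polarization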
Ecoli viability: counter-screen for AddAB inhibitors: E. coli growth inhibition; E. coli V3065 growth, OD600 absorbance, 18 h; inhibition, % at 11.9 µM; hit rate 0.27% among 330,000; AID 449728;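 active = inhibition above the campaign's mean inhibition across all tested compounds plus 3 SD, cut at about 9.9% in these data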;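 note: uninfected addAB+ strain grown without phage in ampicillin broth; 0% = DMSO wells and 100% = ciprofloxacin 0.95 µg/ml wells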
DAGLB inhibitor: blocks human DAGLB lipase activity; AID 504411; hit rate 0.059% among 340,000; inhibition, % at 5.17 µM; HEK293T DAGLB membrane lysate, EnzChek fluorogenic substrate; in the data active = inhibition above about 34%;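 note: 0% = enzyme with vehicle and 100% = wells lacking enzyme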
Target sequence (Q8NCG7 whole entry, looked up): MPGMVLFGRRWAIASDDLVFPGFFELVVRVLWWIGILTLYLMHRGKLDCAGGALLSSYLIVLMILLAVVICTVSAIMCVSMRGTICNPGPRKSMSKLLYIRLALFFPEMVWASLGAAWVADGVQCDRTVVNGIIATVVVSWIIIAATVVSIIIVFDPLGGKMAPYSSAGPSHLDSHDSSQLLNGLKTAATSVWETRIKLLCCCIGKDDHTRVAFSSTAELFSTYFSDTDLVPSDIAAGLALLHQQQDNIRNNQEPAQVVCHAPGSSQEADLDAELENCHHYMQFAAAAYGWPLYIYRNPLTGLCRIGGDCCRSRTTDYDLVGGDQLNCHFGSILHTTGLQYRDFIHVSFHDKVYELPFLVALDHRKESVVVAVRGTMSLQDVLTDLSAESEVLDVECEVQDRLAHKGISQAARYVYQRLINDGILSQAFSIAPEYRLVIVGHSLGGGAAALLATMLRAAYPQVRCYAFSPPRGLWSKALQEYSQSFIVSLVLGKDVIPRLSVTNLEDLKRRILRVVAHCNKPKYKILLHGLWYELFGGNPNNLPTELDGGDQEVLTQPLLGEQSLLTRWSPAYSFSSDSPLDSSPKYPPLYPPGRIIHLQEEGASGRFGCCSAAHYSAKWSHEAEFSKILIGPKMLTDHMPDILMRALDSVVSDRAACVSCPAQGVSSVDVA
Starred values were filed as active, the others as inactive.

For C=CCN1C(=O)C2C(C(=O)NC3CCCCC3)C3C=CC2(O3)C1C(=O)NC1CCCC1 (stereo not drawn) the results were SUMO Mot1 rescue -4, PKA-R2B activ 3, AddAB inh -1.4, phage Ecoli inh 0.5, HTR5A inv ag -33, Tat export inh -2, CDK5 inh 1.2, HTR5A ag 2, PKA-R1A act 4, Ecoli viability -0.6 and DAGLB inhibitor -1.
COc1ccc(NC(=O)CO/N=C(\C)c2cccs2)cc1 was read as PKA-R2B activ -3, AddAB inh 1.7, phage Ecoli inh 6.2, HTR5A inv ag -6, Tat export inh -2, CDK5 inh -1.7, HTR5A ag 2, PKA-R1A act 5, Ecoli viability -1.8 and DAGLB inhibitor -2.
CCCC(=O)Nc1nnc(SCC(=O)NCc2ccco2)s1 was read as SUMO Mot1 rescue -6, PKA-R2B activ 2, AddAB inh -0.2, phage Ecoli inh 1.7, HTR5A inv ag -31, Tat export inh -4, CDK5 inh -1.8, HTR5A ag 12, PKA-R1A act -12, Ecoli viability -0.3 and DAGLB inhibitor -5.
Screening Cc1cc(C)nc(SCc2nnc(SCC(=O)Nc3nccs3)n2C)n1 returned PKA-R2B activ -5, phage Ecoli inh 1.8, HTR5A inv ag 16, Tat export inh -5, CDK5 inh 1.1, HTR5A ag -7, PKA-R1A act -21 and DAGLB inhibitor -7.
For CCC1S/C(=N/S(=O)(=O)c2ccc(N)cc2)NC1=O (stereo not drawn) the results were PKA-R2B activ -6, phage Ecoli inh 4.0, HTR5A inv ag 6, Tat export inh 3, CDK5 inh -0.9, HTR5A ag -1, PKA-R1A act -7 and DAGLB inhibitor 2.
Screening Cc1cc(C)n(-c2cccc(Cl)c2)c(=O)c1C#N returned SUMO Mot1 rescue 63, PKA-R2B activ 0, AddAB inh 1.6, phage Ecoli inh 2.2, HTR5A inv ag -33, Tat export inh 5, CDK5 inh 1.0, HTR5A ag -3, PKA-R1A act 3, Ecoli viability -2.0 and DAGLB inhibitor 0.
CN(C(=O)CCCN1CCCC1=O)C1CCCN(Cc2ccccc2F)C1 (stereo not drawn) was read as PKA-R2B activ -2, phage Ecoli inh 2.2, HTR5A inv ag 14, Tat export inh -5, CDK5 inh -0.9, HTR5A ag 3, PKA-R1A act -7 and DAGLB inhibitor 1.
COc1ccc(N(C(=O)c2ccn[nH]2)C(C(=O)NC2CCCC2)c2ccc(F)cc2)cc1 (stereo not drawn) was read as SUMO Mot1 rescue -9, PKA-R2B activ -2, AddAB inh 1.6, phage Ecoli inh 2.0, HTR5A inv ag -7, Tat export inh 15, CDK5 inh 0.6, HTR5A ag 1, PKA-R1A act -6, Ecoli viability -1.6 and DAGLB inhibitor 1.
O=C(O)C1(Nc2ccc(Br)cc2)CCCC1 was read as PKA-R2B activ -8, phage Ecoli inh -2.1, HTR5A inv ag 3, Tat export inh -8, CDK5 inh 0.3, HTR5A ag -1, PKA-R1A act 4 and DAGLB inhibitor 1.
C=CCNC(=O)c1ccc2c(c1)N(CC)C(=O)c1ccccc1S2 was read as SUMO Mot1 rescue 12, PKA-R2B activ -1, AddAB inh -0.2, phage Ecoli inh 1.8, HTR5A inv ag 9, Tat export inh 5, CDK5 inh -1.5, HTR5A ag -2, PKA-R1A act -11, Ecoli viability -2.1 and DAGLB inhibitor -2.
CC(C)CCN1CCN(Cc2ccon2)CC1CCO (stereo not drawn) was read as SUMO Mot1 rescue -11, PKA-R2B activ -6, AddAB inh 4.5, phage Ecoli inh 2.5, HTR5A inv ag -5, Tat export inh -1, CDK5 inh 1.3, HTR5A ag 2, PKA-R1A act -8, Ecoli viability -2.5 and DAGLB inhibitor 0.
`Cc1cccc(C)c1NC(=O)CN(C)C(=O)CCC(=O)c1ccccc1` gave SUMO Mot1 rescue -18, PKA-R2B activ 0, AddAB inh -0.3, phage Ecoli inh 1.1, HTR5A inv ag -11, Tat export inh 5, CDK5 inh -0.6, HTR5A ag 4, PKA-R1A act 12, Ecoli viability -0.5 and DAGLB inhibitor 2.
For O=c1[nH]c(N/N=C/c2ccc(O)cc2)nc2ccccc12 the results were SUMO Mot1 rescue -4, PKA-R2B activ -4, AddAB inh 1.1, phage Ecoli inh 5.5, HTR5A inv ag 9, Tat export inh -7, CDK5 inh 0.5, HTR5A ag -6, PKA-R1A act -5, Ecoli viability -0.6 and DAGLB inhibitor 4.
For COc1ccc(NC(=O)C(Sc2ccccc2)c2ccccc2)c(OC)c1 (stereo not drawn) the results were SUMO Mot1 rescue -14, PKA-R2B activ -14, AddAB inh 1.0, phage Ecoli inh 2.4, HTR5A inv ag 3, Tat export inh 4, CDK5 inh 0.0, HTR5A ag -2, PKA-R1A act 0, Ecoli viability -4.0 and DAGLB inhibitor -4.
Screening COc1ccc(CCNC(=O)CSc2nc3ncccc3[nH]2)c(OC)c1 returned SUMO Mot1 rescue -8, PKA-R2B activ -2, AddAB inh 1.7, phage Ecoli inh 1.6, HTR5A inv ag 3, Tat export inh -8, CDK5 inh 0.3, HTR5A ag 1, PKA-R1A act -12, Ecoli viability -0.8 and DAGLB inhibitor -1.
For CCOC(=O)C(C)/C(C)=N/NC(N)=S (stereo not drawn) the results were SUMO Mot1 rescue -8, PKA-R2B activ -1, AddAB inh 1.9, phage Ecoli inh 1.6, HTR5A inv ag -6, Tat export inh 3, CDK5 inh -0.7, HTR5A ag 3, PKA-R1A act -8, Ecoli viability -0.2 and DAGLB inhibitor 4.
`CCN(CC)S(=O)(=O)c1ccc(N2CCCC2)c(NC(=O)c2ccccc2OC)c1` gave SUMO Mot1 rescue 7, PKA-R2B activ -22, AddAB inh 0.9, phage Ecoli inh 2.3, HTR5A inv ag -16, Tat export inh 12, CDK5 inh -2.0, HTR5A ag 5, PKA-R1A act 3, Ecoli viability 0.3 and DAGLB inhibitor -2.
N#C/C(=C(/O)CSc1ccccc1C(=O)O)c1nc2ccccc2s1 was read as SUMO Mot1 rescue 8, PKA-R2B activ -2, AddAB inh 1.2, phage Ecoli inh 2.1, HTR5A inv ag -2, Tat export inh -6, CDK5 inh -3.8, HTR5A ag -3, PKA-R1A act -15, Ecoli viability 1.3 and DAGLB inhibitor 3.
`COc1ccccc1NS(=O)(=O)c1ccc(-c2cnc(C3CC3)o2)cc1` gave SUMO Mot1 rescue -20, PKA-R2B activ -10, AddAB inh 4.0, phage Ecoli inh 0.2, HTR5A inv ag 15, Tat export inh 16, CDK5 inh -2.2, HTR5A ag 4, PKA-R1A act -5, Ecoli viability 2.8 and DAGLB inhibitor 2.
For O=C(Oc1ccc(Cl)cc1)N1CCOCC1 the results were SUMO Mot1 rescue 5, PKA-R2B activ 8, AddAB inh 4.8, phage Ecoli inh 1.9, HTR5A inv ag 7, Tat export inh 3, CDK5 inh 0.9, HTR5A ag -2, PKA-R1A act 1, Ecoli viability 0.5 and DAGLB inhibitor 0.
`O=C(NCc1ccccc1CN1CCCC1)c1ccc(Cl)c(S(=O)(=O)N2CCCC2)c1` gave PKA-R2B activ -7, phage Ecoli inh -0.5, HTR5A inv ag 14, Tat export inh 0, CDK5 inh 0.1, HTR5A ag 1, PKA-R1A act -20 and DAGLB inhibitor 0.
O=C(Cn1[nH]c(=O)c2ccccc2c1=O)Nc1cccnc1 was read as SUMO Mot1 rescue -16, PKA-R2B activ -7, AddAB inh 0.2, phage Ecoli inh 0.9, HTR5A inv ag 3, Tat export inh 12, CDK5 inh -1.2, HTR5A ag -1, PKA-R1A act -5, Ecoli viability -1.7 and DAGLB inhibitor -1.
Screening CC(=O)Nc1nc(-c2ccccc2)nc(-c2ccccc2OC(C)=O)n1 returned SUMO Mot1 rescue 62, PKA-R2B activ 2, AddAB inh 0.9, phage Ecoli inh 0.1, HTR5A inv ag 4, Tat export inh 3, CDK5 inh 1.3, HTR5A ag -1, PKA-R1A act -2, Ecoli viability -0.7 and DAGLB inhibitor -1.
Screening CN(C)c1ccc(C2N(c3ccc(F)cc3)C(=O)C3CCCN32)cc1 (stereo not drawn) returned SUMO Mot1 rescue 40, PKA-R2B activ 6, AddAB inh 6.2, phage Ecoli inh 2.4, HTR5A inv ag -5, Tat export inh 5, CDK5 inh 0.7, HTR5A ag 2, PKA-R1A act -9, Ecoli viability -0.3 and DAGLB inhibitor -4.
For CCN(CC)CCCN1C(=O)CSC1c1ccc([N+](=O)[O-])cc1 (stereo not drawn) the results were SUMO Mot1 rescue -2, PKA-R2B activ -2, AddAB inh 4.1, phage Ecoli inh 2.2, HTR5A inv ag -10, Tat export inh -10, CDK5 inh -0.6, HTR5A ag 4, PKA-R1A act -2, Ecoli viability 1.8 and DAGLB inhibitor -3.
Cc1cccc(NS(=O)(=O)c2cc3c4c(c2)CCC(=O)N4CCC3)c1 was read as SUMO Mot1 rescue 52, PKA-R2B activ -15, AddAB inh 0.6, phage Ecoli inh -0.2, HTR5A inv ag 10, Tat export inh 5, CDK5 inh -2.2, HTR5A ag 2, PKA-R1A act -8, Ecoli viability 2.3 and DAGLB inhibitor -1.
For CC(Sc1nnc(N)s1)C(=O)c1c(N)n(C)c(=O)n(C)c1=O (stereo not drawn) the results were PKA-R2B activ 11, phage Ecoli inh 3.4, HTR5A inv ag -15, Tat export inh 1, CDK5 inh -0.1, HTR5A ag 2, PKA-R1A act 5 and DAGLB inhibitor -1.
`Cc1ccc(C(C(=O)NC2CCCCC2)N2CCN(C(=O)c3ccco3)CC2)cc1` (stereo not drawn) gave SUMO Mot1 rescue -6, PKA-R2B activ 4, AddAB inh 1.6, phage Ecoli inh 2.6, HTR5A inv ag 8, Tat export inh -2, CDK5 inh 0.0, HTR5A ag 0, PKA-R1A act 0, Ecoli viability 2.2 and DAGLB inhibitor -1.

Sorted by molecular weight (falling): some entries from above.
Cc1cccc(NS(=O)(=O)c2cc3c4c(c2)CCC(=O)N4CCC3)c1 was read as SUMO Mot1 rescue 52, PKA-R2B activ -15, AddAB inh 0.6, phage Ecoli inh -0.2, HTR5A inv ag 10, Tat export inh 5, CDK5 inh -2.2, HTR5A ag 2, PKA-R1A act -8, Ecoli viability 2.3 and DAGLB inhibitor -1.
For CC(Sc1nnc(N)s1)C(=O)c1c(N)n(C)c(=O)n(C)c1=O (stereo not drawn) the results were PKA-R2B activ 11, phage Ecoli inh 3.4, HTR5A inv ag -15, Tat export inh 1, CDK5 inh -0.1, HTR5A ag 2, PKA-R1A act 5 and DAGLB inhibitor -1.
Screening CN(C)c1ccc(C2N(c3ccc(F)cc3)C(=O)C3CCCN32)cc1 (stereo not drawn) returned SUMO Mot1 rescue 40, PKA-R2B activ 6, AddAB inh 6.2, phage Ecoli inh 2.4, HTR5A inv ag -5, Tat export inh 5, CDK5 inh 0.7, HTR5A ag 2, PKA-R1A act -9, Ecoli viability -0.3 and DAGLB inhibitor -4.
O=C(Cn1[nH]c(=O)c2ccccc2c1=O)Nc1cccnc1 was read as SUMO Mot1 rescue -16, PKA-R2B activ -7, AddAB inh 0.2, phage Ecoli inh 0.9, HTR5A inv ag 3, Tat export inh 12, CDK5 inh -1.2, HTR5A ag -1, PKA-R1A act -5, Ecoli viability -1.7 and DAGLB inhibitor -1.
